HIF act = HIF pathway transcriptional activation; U2OS HRE-luciferase reporter, luminescence; normalized: DMSO 0%, desferrioxamine 100%; activation, % at 7.5 µM (by protocol); 300,000 tested, 0.32% active;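 active = mean activation of at least 10% of the iron chelator positive control signal, with at least half of replicates also reaching 10%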
PolyA inhibitor = blocks polyadenylation in yeast reporter cells | S. cerevisiae SKY197-pL101 polyadenylation reporter, beta-gal luminescence; efflux-impaired pdr1/pdr3 knockout yeast; score 100 = 6 SD above DMSO | calls only at 12 µM | 300,000 tested, 0.02% active;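 active = lowest replicate activity score at least 50, where 100 means six control SD above control mean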;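 also: yeast exposed to compound for 9 h at 30 °C; higher score means more reporter readthrough which indicates perturbed polyadenylation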
TRPC4 act = TRPC4 (mouse) channel activation | Q9QUQ5 | HEK293 TRPC4beta/mu-opioid, Fluo4 calcium fluorescence; active compounds read high | B-score at 10 µM | 310,000 tested, 0.49% active | AID 2237;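 active = B-score above 5 SD of library B-scores, and initial fluorescence ratio not above library mean plus 5 SD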;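 also: positive B-score marks a calcium rise read as TRPC4 activation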
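Assay system: HEK293 cells stably co-expressing mouse TRPC4beta and mu-opioid receptor / Timing: Fluo4 dye loading 45 min at room temperature, 110 s recording / Signal: Fluo4 calcium-sensitive dye fluorescence, kinetic, 1 Hz baseline / Read-out: integrated baseline-normalised fluorescence ratio, converted to per-well B score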
TRPC6 inh = inhibitors of mouse TRPC6 channel. 310,000 tested, 1.1% active. HEK293-TRPC6, membrane potential dye, ACh-evoked depolarization; active compounds read low. AID 2553. Q61143. B-score at 10 µM;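 active = B-score under library mean minus 3 SD, initial fluorescence not abnormally high, positive integrated signal ratio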;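 also: B-score derived from integrated fluorescence ratio over the kinetic read; more negative B-score means stronger inhibition of depolarization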
MrgX1 ag = human MrgX1 receptor agonism, primary screen; B-score at 10 µM; AID 588627; 310,000 tested, 0.44% active; MrgX1-HEK293 cells, Fluo-4 calcium fluorescence, agonist mode; active compounds read high;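 active = calcium response B-score plate-corrected fluorescence ratio at least 3 library SD, with starting fluorescence B-score inside 5 SD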
Target sequence (Q96LB2 whole entry, looked up): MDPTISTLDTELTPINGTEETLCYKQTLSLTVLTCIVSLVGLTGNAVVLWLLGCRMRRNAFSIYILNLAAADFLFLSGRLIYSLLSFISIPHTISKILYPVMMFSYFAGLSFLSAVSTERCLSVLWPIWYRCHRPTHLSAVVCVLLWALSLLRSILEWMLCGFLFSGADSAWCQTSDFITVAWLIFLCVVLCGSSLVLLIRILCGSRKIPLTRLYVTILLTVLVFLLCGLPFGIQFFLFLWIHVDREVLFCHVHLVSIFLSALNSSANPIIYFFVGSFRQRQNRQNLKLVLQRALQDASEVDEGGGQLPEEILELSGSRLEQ
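Assay system: MrgX1-expressing HEK293 cells / Amount: fifteen thousand cells per well / Doses: test compound in the initial addition of three / Timing: cells plated overnight, dye loaded 0.5 h 37 °C, 0.5 h room temperature / Technique: kinetic calcium dye fluorescence, Fluo-4 NW / Control set: positive and negative controls per plate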
TRPC4 PAM = allosterically enhances the mouse TRPC4 cation channel; B-score at 10 µM; 310,000 tested, 0.42% active; HEK293 TRPC4beta/mu-opioid, DAMGO EC20, Fluo-4 Ca2+ flux; active compounds read high; AID 2227;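 active = B-score of calcium response area above 5 SD of library B-scores, with initial fluorescence ratio within 5 SD of library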;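 also: B-score of integrated fluorescence ratio over time as area under calcium response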
TRPC4 inh = TRPC4 (mouse) channel inhibition; HEK293 TRPC4beta/mu-opioid, DAMGO-evoked Fluo4 calcium flux; active compounds read low; B-score at 10 µM; 300,000 tested, 0.39% active;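 active = B-score over 3 SD under the library average, no early fluorescence shift, positive overall ratio signal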
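Assay system: HEK293 cells with stable TRPC4beta plus mu-opioid receptor expression; Probe or stimulus: DAMGO in two steps, submaximal then maximal; Dosing: single-point compound dosing; Measured by: Fluo4 calcium-dye fluorescence, kinetic read; Read-out basis: B score from integrated Fluo4 fluorescence ratio.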
MrgX1 PAM = allosterically activates human MrgX1 receptor signaling | Q96LB2 | MrgX1-HEK293, Fluo-4 calcium flux, FDSS; active compounds read high | B-score at 10 µM | 310,000 tested, 0.63% active;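 active = plate-corrected calcium response at least 3 library SD above typical, normal starting fluorescence, not activating the receptor alone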;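 also: compound read alongside a low EC10 to EC30 dose of BAM8-22 agonist; peak minus trough fluorescence over baseline measured at the second addition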
MrgX1 antagonist = antagonists of human MrgX1 receptor; MRGX1-HEK293 calcium flux, Fluo-4, BAM8-22 antagonism; active compounds read low; AID 588676; 310,000 tested, 1.3% active; B-score at 10 µM;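 active = calcium-response B-score plate-corrected more than 3 library SD below zero, starting fluorescence within 5 deviations, no agonist response on first addition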;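 also: peak minus trough fluorescence over baseline after final BAM8-22 challenge near maximal dose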
AI-2 QS mod = modulators of Vibrio harveyi AI-2 quorum sensing system | Vibrio harveyi JMH597 AI-2 luminescence/OD600 ratio, 9 h; active compounds read low; strain lacks LuxN and CqsS sensors; 0 = neutral-control median | 300,000 tested, 0.4% active | AID 2094 | activity change, % at 7.5 µM; in the data active = activity change below about -75%, passing the limit was not always enough;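 also: luminescence divided by OD600 gain over 9 h not by final OD600 alone; inactives centre near 13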
TRPC6 act = activators of mouse TRPC6 channel | Q61143 | HEK293-TRPC6 membrane potential dye fluorescence; active compounds read high | B-score at 10 µM | 310,000 tested, 0.13% active | AID 2550;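 active = B-score of the integrated fluorescence ratio above library mean plus 3 SD, and starting fluorescence ratio within library mean plus 5 SD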;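 also: higher score means more depolarization so channel activation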
* = called active by the depositor.

`COc1ccccc1NC(=O)NC1(C(=O)N2CCC(O)CC2)CCCCC1` gave HIF act 2.5, PolyA inhibitor inactive, TRPC4 act inactive, TRPC6 inh inactive, MrgX1 ag inactive, TRPC4 PAM inactive, TRPC4 inh inactive, MrgX1 PAM inactive, MrgX1 antagonist inactive, AI-2 QS mod 11 and TRPC6 act inactive.
Screening COc1cc(C(=O)Nc2nc3ccccc3s2)ccc1OCc1c(C)noc1C returned HIF act 2.6, PolyA inhibitor inactive, TRPC4 act inactive, TRPC6 inh inactive, MrgX1 ag inactive, TRPC4 PAM inactive, TRPC4 inh inactive, MrgX1 PAM inactive, MrgX1 antagonist inactive and TRPC6 act inactive.
For Cn1c(SCC(=O)N2CCc3ccccc32)nc2cccnc21 the results were HIF act -0.5, PolyA inhibitor inactive, TRPC4 act inactive, TRPC6 inh inactive, MrgX1 ag inactive, TRPC4 PAM inactive, TRPC4 inh inactive, MrgX1 PAM inactive, MrgX1 antagonist inactive, AI-2 QS mod 3 and TRPC6 act inactive.
Screening COc1ccc(-n2ncc3c(N4CCC(C)CC4)ncnc32)cc1 returned HIF act -1.2, PolyA inhibitor inactive, TRPC4 act inactive, TRPC6 inh inactive, MrgX1 ag inactive, TRPC4 PAM inactive, TRPC4 inh inactive, MrgX1 PAM inactive, MrgX1 antagonist inactive, AI-2 QS mod 6 and TRPC6 act inactive.
For CCC1Sc2ccccc2N(CC(=O)NC2CCCCC2)C1=O (configuration not stated) the results were HIF act 0.9, PolyA inhibitor inactive, TRPC4 act inactive, TRPC6 inh inactive, MrgX1 ag inactive, TRPC4 PAM inactive, TRPC4 inh inactive, MrgX1 PAM inactive, MrgX1 antagonist inactive, AI-2 QS mod 7 and TRPC6 act inactive.
COCc1[nH][nH]c(=O)c1C=Nc1ccc(Cl)cc1 was read as HIF act -31, PolyA inhibitor inactive, TRPC4 act inactive, TRPC6 inh inactive, MrgX1 ag inactive, TRPC4 PAM inactive, TRPC4 inh inactive, MrgX1 PAM inactive, MrgX1 antagonist inactive, AI-2 QS mod 20 and TRPC6 act inactive.
Screening CC(C)OP(=O)(c1ccc(N(C)C)cc1)C(O)c1ccccc1 (configuration not stated) returned HIF act -0.2, PolyA inhibitor inactive, TRPC4 act inactive, TRPC6 inh inactive, MrgX1 ag inactive, TRPC4 PAM inactive, TRPC4 inh inactive, MrgX1 PAM inactive, MrgX1 antagonist inactive, AI-2 QS mod 13 and TRPC6 act inactive.
Cc1ccc2nc(-c3sc4nc(C)cc(C)c4c3N)[nH]c2c1 was read as HIF act -1.2, PolyA inhibitor inactive, TRPC4 act inactive, TRPC6 inh inactive, MrgX1 ag inactive, TRPC4 PAM inactive, TRPC4 inh inactive, MrgX1 PAM inactive, MrgX1 antagonist inactive, AI-2 QS mod 14 and TRPC6 act inactive.
Screening COc1ccc(NC(=S)N2CCc3cc(OC)c(OC)cc3C2)cc1 returned HIF act -0.4, PolyA inhibitor inactive, TRPC4 act inactive, TRPC6 inh inactive, MrgX1 ag inactive, TRPC4 PAM inactive, TRPC4 inh inactive, MrgX1 PAM inactive, MrgX1 antagonist inactive, AI-2 QS mod 11 and TRPC6 act inactive.
For COc1ccc(OC)c(Nc2nc(N)nc(-c3cc4ccccc4o3)n2)c1 the results were HIF act 0.5, PolyA inhibitor inactive, TRPC4 act inactive, TRPC6 inh inactive, MrgX1 ag inactive, TRPC4 PAM inactive, TRPC4 inh inactive, MrgX1 PAM inactive, MrgX1 antagonist inactive, AI-2 QS mod 20 and TRPC6 act inactive.
COc1ccc(-n2c(C)cc(C=O)c2C)cc1Cl was read as HIF act 0.2, PolyA inhibitor inactive, TRPC4 act inactive, TRPC6 inh inactive, MrgX1 ag inactive, TRPC4 PAM inactive, TRPC4 inh inactive, MrgX1 PAM inactive, MrgX1 antagonist inactive, AI-2 QS mod 15 and TRPC6 act inactive.
CCOC(=O)N1CCN(C(=O)c2ccc3c(=O)n(CCc4ccccc4)c(=S)[nH]c3c2)CC1 was read as HIF act -6.0, PolyA inhibitor inactive, TRPC4 act inactive, TRPC6 inh inactive, MrgX1 ag inactive, TRPC4 PAM inactive, TRPC4 inh inactive, MrgX1 PAM inactive, MrgX1 antagonist inactive, AI-2 QS mod 7 and TRPC6 act inactive.
Screening COc1ccc(/C=N/N(C)C2=NS(=O)(=O)c3ccccc32)cc1OC returned HIF act -34, PolyA inhibitor inactive, TRPC4 act inactive, TRPC6 inh inactive, MrgX1 ag inactive, TRPC4 PAM inactive, TRPC4 inh inactive, MrgX1 PAM inactive, MrgX1 antagonist inactive, AI-2 QS mod 16 and TRPC6 act inactive.
For O=C(CSc1nnnn1C1CCCC1)Nc1ccc2c(c1)OCO2 the results were HIF act 0.1, PolyA inhibitor inactive, TRPC4 act inactive, TRPC6 inh inactive, MrgX1 ag inactive, TRPC4 PAM inactive, TRPC4 inh inactive, MrgX1 PAM inactive, MrgX1 antagonist inactive, AI-2 QS mod -1 and TRPC6 act inactive.
For O=c1cc(N2CCCC2)c(-c2ccccc2)n[nH]1 the results were HIF act -0.2, PolyA inhibitor inactive, TRPC4 act inactive, TRPC6 inh inactive, MrgX1 ag inactive, TRPC4 PAM inactive, TRPC4 inh inactive, MrgX1 PAM inactive, MrgX1 antagonist inactive, AI-2 QS mod 24 and TRPC6 act inactive.
Cc1ccc(N2C(=O)C3ON(c4ccccc4)C(CC(C)C)C3C2=O)cc1 (configuration not stated) was read as HIF act -2.9, PolyA inhibitor inactive, TRPC4 act inactive, TRPC6 inh inactive, MrgX1 ag inactive, TRPC4 PAM inactive, TRPC4 inh inactive, MrgX1 PAM inactive, MrgX1 antagonist inactive, AI-2 QS mod 15 and TRPC6 act inactive.
`CCOC(=O)C1CCN(C(=O)COc2ccc(S(=O)(=O)NC(C)(C)C)cc2)CC1` gave HIF act 0.6, PolyA inhibitor inactive, TRPC4 act inactive, TRPC6 inh inactive, MrgX1 ag inactive, TRPC4 PAM inactive, TRPC4 inh inactive, MrgX1 PAM inactive, MrgX1 antagonist inactive, AI-2 QS mod 19 and TRPC6 act inactive.
For COc1cccc(OCCNC(=O)c2cc(OC)c(OC)c(OC)c2)c1 the results were HIF act 1.2, PolyA inhibitor inactive, TRPC4 act inactive, TRPC6 inh inactive, MrgX1 ag inactive, TRPC4 PAM inactive, TRPC4 inh inactive, MrgX1 PAM inactive, MrgX1 antagonist inactive, AI-2 QS mod 8 and TRPC6 act inactive.
`Cc1c(N/C(=N/S(=O)(=O)c2ccccc2)c2ccc(Cl)cc2)c(=O)n(-c2ccccc2)n1C` gave HIF act 0.3, PolyA inhibitor inactive, TRPC4 act inactive, TRPC6 inh inactive, MrgX1 ag inactive, TRPC4 PAM inactive, TRPC4 inh inactive, MrgX1 PAM inactive, MrgX1 antagonist inactive, AI-2 QS mod 41 and TRPC6 act inactive.
O=C(N/N=C/c1sc(N2CCOCC2)nc1-c1ccccc1)c1ccccc1F was read as HIF act -0.1, PolyA inhibitor inactive, TRPC4 act inactive, TRPC6 inh inactive, MrgX1 ag inactive, TRPC4 PAM inactive, TRPC4 inh inactive, MrgX1 PAM inactive, MrgX1 antagonist inactive, AI-2 QS mod -14 and TRPC6 act inactive.
`COc1cc(NC(=O)C2CCCN(c3ncnc4c3nc3n4CCCCC3)C2)cc(OC)c1OC` (configuration not stated) gave HIF act -1.0, PolyA inhibitor inactive, TRPC4 act inactive, TRPC6 inh inactive, MrgX1 ag inactive, TRPC4 PAM inactive, TRPC4 inh inactive, MrgX1 PAM inactive, MrgX1 antagonist inactive, AI-2 QS mod 10 and TRPC6 act inactive.
`COc1ccc(OCC#CCn2ccnc2)cc1` gave HIF act -0.1, PolyA inhibitor inactive, TRPC4 act inactive, TRPC6 inh inactive, MrgX1 ag inactive, TRPC4 PAM inactive, TRPC4 inh inactive, MrgX1 PAM inactive, MrgX1 antagonist inactive, AI-2 QS mod 15 and TRPC6 act inactive.
`COC(=O)c1ccc(CSC(=N)N)o1` gave HIF act 2.0, PolyA inhibitor inactive, TRPC4 act inactive, TRPC6 inh inactive, MrgX1 ag inactive, TRPC4 PAM inactive, TRPC4 inh inactive, MrgX1 PAM inactive, MrgX1 antagonist inactive, AI-2 QS mod 36 and TRPC6 act inactive.
`Cc1noc(C)c1-c1ccc2nc[nH]c(=O)c2c1` gave HIF act 0.8, PolyA inhibitor inactive, TRPC4 act inactive, TRPC6 inh inactive, MrgX1 ag inactive, TRPC4 PAM inactive, TRPC4 inh inactive, MrgX1 PAM inactive, MrgX1 antagonist inactive, AI-2 QS mod -15 and TRPC6 act inactive.
Screening Cc1cccc(NC(=O)Cn2cnc(S(=O)(=O)N3CCCC3)c2)c1C returned HIF act -0.4, PolyA inhibitor inactive, TRPC4 act inactive, TRPC6 inh inactive, MrgX1 ag inactive, TRPC4 PAM inactive, TRPC4 inh inactive, MrgX1 PAM inactive, MrgX1 antagonist inactive, AI-2 QS mod 24 and TRPC6 act inactive.
For CCOC(=O)C1=C(C)N(C)C(=O)NC1c1ccc2c(c1)OCO2 (configuration not stated) the results were HIF act 2.2, PolyA inhibitor inactive, TRPC4 act inactive, TRPC6 inh inactive, MrgX1 ag inactive, TRPC4 PAM inactive, TRPC4 inh inactive, MrgX1 PAM inactive, MrgX1 antagonist inactive, AI-2 QS mod 1 and TRPC6 act inactive.
For Cc1ccc(S(=O)(=O)Nc2cc(=O)[nH]c(SCC(=O)Nc3cccc(C(F)(F)F)c3)n2)cc1 the results were HIF act 0.9, TRPC4 act inactive, TRPC6 inh inactive, TRPC4 PAM inactive, TRPC4 inh inactive, AI-2 QS mod 9 and TRPC6 act inactive.
C=CCn1c(=O)c(C(=O)NCCNCC)c(O)c2ccccc21 was read as HIF act -0.2, PolyA inhibitor inactive, TRPC4 act inactive, TRPC6 inh inactive, MrgX1 ag inactive, TRPC4 PAM inactive, TRPC4 inh inactive, MrgX1 PAM inactive, MrgX1 antagonist inactive, AI-2 QS mod 7 and TRPC6 act inactive.
For CCOC(=O)c1cc(-c2ccc(C)cc2)nc2nc(SC)[nH]c(=O)c12 the results were HIF act 0.0, PolyA inhibitor inactive, TRPC4 act inactive, TRPC6 inh inactive, MrgX1 ag inactive, TRPC4 PAM inactive, TRPC4 inh inactive, MrgX1 PAM inactive, MrgX1 antagonist inactive, AI-2 QS mod 29 and TRPC6 act inactive.

Assay outcomes from PubChem BioAssay.

Some of the compounds tested; rates above refer to the full screens.
